# Source: PubChem
# A549 viability: counter-screen for Nrf2 inhibitors: cytotoxicity in A549 cells; A549 ARE-Fluc cells, CellTiter-Fluor viability, 18-24 h; Potency, µM (titrated, usually from 46 µM), inactives show at the highest dose activity change, negative = cytotoxicity, most hits filed as inhibitors; actives 0.16% (n = 390,000); AID 504648; also: potency is read from the fitted curve at half-maximal effect; % is scaled to controls: 0 for no effect and ±100 for the full control effect
#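 Cytotoxicity counterscreen: CellTiter-Fluor fluorescence was measured in A549 ARE_Fluc cells after 18-24 h of compound exposure in a concentration series. The subsequent BugLite luminescent read reports ARE-luciferase activity.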
# Nrf2 inh: blocks Nrf2 signaling; A549 ARE-Fluc reporter, luciferase luminescence, 18-24 h; Potency, µM (titrated, usually from 46 µM), for the others: at the highest dose activity change, negative = inhibition, most hits filed as inhibitors; actives 2.1% (n = 360,000); AID 504444; also: potency is read from the fitted curve at half-maximal effect; % is scaled to controls: 0 for no effect and ±100 for the full control effect; nearly all actives have a fitted effect of over 60% in size
#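 Two sequential reads on A549 ARE_Fluc cells exposed to compound for 18-24 h: a CellTiter-Fluor fluorescence read for viability, then a luciferase luminescence read for Nrf2/ARE activity.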
# TGFb SMAD3 inh: blocks TGF-b signaling. Potency, µM (highest dose often 46.1 µM), for inactives: at the top dose activity, negative = inhibition, actives largely listed as inhibitors. HepG2 CAGA-GFP TGF-b/SMAD3 reporter, GFP fluorescence, 18 h; TGF-beta stimulated, 500 pg/mL final. actives 1.2% (n = 410,000); also: potency is read from the fitted curve at half-maximal effect; % is scaled to controls: 0 for no effect and ±100 for the full control effect; nearly all actives have a fitted effect of over 65% in size
#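 TGF-beta reporter screen: HEPG2 CAGA-GFP, 1% FBS, 500 pg/mL TGF-beta final, 18 h; per-cell GFP summed per well; curves fitted and categorized by class.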
# CCT modulator: changes cytosolic chaperonin activity. actives 0.3% (n = 360,000). purified chaperonin ATPase assay, HTRF ADP detection, 30 min. activity change, % (no concentration beside the values), hits read low; in the data active = activity change below about -30%; also: % is scaled to controls: 0 for no effect and ±100 for the full control effect
#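 Nucleotide hydrolysis assay: TRiC at 20–40 nM final (set by batch activity) with 10 uM ATP, 30 min at 37 °C, in presence of 76 uM compound. Detection by competitive ADP HTRF, 30 min ambient.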
# Nrf2 activator: Nrf2 pathway activation; AREc32 ARE-luciferase reporter (MCF7-derived line), luminescence, 24 h; Potency, µM (doses to about 46.1 µM), without a hit: top-dose activation, most hits filed as activators; actives 0.31% (n = 410,000); AID 624171; also: potency is read from the fitted curve at half-maximal effect; % of control where 0% means no effect; nearly all actives have a fitted effect of over 65% in size
#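 AREc32_Fluc, 1000 cells/well, OPTI-MEM + 5% FBS, o/n 37 deg C 5% CO2; 23 nL cpd by pin tool, 24 hr; Steady-Glo 30 min RT, luminescence.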
# EPAC2 agonist: agonists of human EPAC2 (RAPGEF4); Q8WZA2; EPAC2 activation, biochemical qHTS; response scale: 100% = 6.5 mM cAMP response; Potency, µM (top dose mostly 154 µM), without a hit: at the highest dose activation, usual class: activators; actives 0.079% (n = 360,000); AID 720711; also: potency is read from the fitted curve at half-maximal effect; nearly all actives have a fitted effect of over 50% in size
# Target sequence (Q8WZA2 whole entry, looked up): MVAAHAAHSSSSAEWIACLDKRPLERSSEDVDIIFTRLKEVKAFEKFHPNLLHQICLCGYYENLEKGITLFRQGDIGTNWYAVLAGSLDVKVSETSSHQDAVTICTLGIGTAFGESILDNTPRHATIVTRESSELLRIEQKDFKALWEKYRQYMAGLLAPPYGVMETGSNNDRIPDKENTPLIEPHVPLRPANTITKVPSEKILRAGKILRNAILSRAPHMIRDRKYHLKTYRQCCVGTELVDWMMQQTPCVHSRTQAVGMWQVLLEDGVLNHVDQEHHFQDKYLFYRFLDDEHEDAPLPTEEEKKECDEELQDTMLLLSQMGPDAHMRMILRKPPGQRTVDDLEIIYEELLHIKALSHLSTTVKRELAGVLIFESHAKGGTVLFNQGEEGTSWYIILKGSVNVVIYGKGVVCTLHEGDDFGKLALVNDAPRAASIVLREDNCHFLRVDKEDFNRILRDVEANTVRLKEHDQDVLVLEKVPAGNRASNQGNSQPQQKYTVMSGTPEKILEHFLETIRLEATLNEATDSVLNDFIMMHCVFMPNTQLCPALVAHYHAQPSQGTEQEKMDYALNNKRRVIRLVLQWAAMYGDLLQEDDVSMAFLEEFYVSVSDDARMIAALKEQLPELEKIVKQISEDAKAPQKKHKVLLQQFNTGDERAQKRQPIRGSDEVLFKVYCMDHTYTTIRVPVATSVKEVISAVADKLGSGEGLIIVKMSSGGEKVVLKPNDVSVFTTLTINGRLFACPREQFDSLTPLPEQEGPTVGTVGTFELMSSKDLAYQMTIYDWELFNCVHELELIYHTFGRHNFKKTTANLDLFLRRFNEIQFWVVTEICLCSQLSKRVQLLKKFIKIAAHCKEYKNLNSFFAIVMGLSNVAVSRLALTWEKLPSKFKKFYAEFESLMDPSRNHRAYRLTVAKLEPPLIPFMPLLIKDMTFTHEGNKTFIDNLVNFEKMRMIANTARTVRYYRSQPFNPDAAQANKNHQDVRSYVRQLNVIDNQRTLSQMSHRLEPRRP
#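 In this primary screen, activation is scored as increased exchange of BODIPY-GDP from Rap1B by 100 nM EPAC2, with 50 uM GDP as competitor. Signal is normalized to the 6.5 mM cAMP agonist control.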
# EPAC2 antagonist: antagonists of human EPAC2 | Q8WZA2 | EPAC2 GEF exchange of Rap1B-BODIPY-GDP, fluorescence | Potency, µM (series often up to 114 µM), for inactives: at the top dose activity, negative = inhibition, hits mostly inhibitors | actives 0.18% (n = 360,000) | AID 720708; also: potency is read from the fitted curve at half-maximal effect; % is scaled to controls: 0 for no effect and ±100 for the full control effect; nearly all actives have a fitted effect of over 45% in size; many of its hits are not listed in these tables
# pAkt inh: inhibitors of Akt phosphorylation. Neuro2A IGF-stimulated pAkt S473 HTRF, 20 min; hits give low values. activity change, % for hits at 50 µM. actives 0.32% (n = 360,000). AID 651550; in the data active = activity change below about -80%; inconclusive = mostly about -51% to -80%; also: % is scaled to controls: 0 for no effect and ±100 for the full control effect
#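 Neuro2A cells in DMEM with 0.5% FBS, overnight at 37 deg C, given compound at single 50 µM final, then IGF (6 nM final) for 20 min at 37 deg C. Lysed; phospho-Akt Ser473 by HTRF after 24 h, 665/615 ratio.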
# Mm-Cpn inhibitor: blocks the Methanococcus maripaludis chaperonin Mm-Cpn; purified Mm-Cpn ATPase, ADP Transcreener TR-FRET; Potency, µM (top dose mostly 76.9 µM), without a hit: at the top dose activity, negative = inhibition, hits mostly inhibitors; actives 0.031% (n = 330,000); AID 504842; also: potency is read from the fitted curve at half-maximal effect; % is scaled to controls: 0 for no effect and ±100 for the full control effect; nearly all actives have a fitted effect of over 80% in size
#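 Inhibition of chaperonin ATP hydrolysis is measured as reduced ADP production, detected by competitive TR-FRET in which signal falls with ADP. Final enzyme 25 nM and ATP 10 uM, reacted 30 min at 37°C.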
# * hit, by the source's call; i = inactive; ? = inconclusive; · = no result given; & = joins results of further samples; [ ] = another dose, or the depositor's remark. Unless noted, calls follow the shape of the dose curve; as a rule, active = well fitted curve in the direction sought with a large enough effect; inconclusive = small, poorly fitted or top-dose-only effect, or another doubt; inactive = no such curve, though single readings can be large; an effect the other way counts as inactive or inconclusive. This is a subset; rates above refer to the full screens.
SMILES,A549 viability,Nrf2 inh,TGFb SMAD3 inh,CCT modulator,Nrf2 activator,EPAC2 agonist,EPAC2 antagonist,pAkt inh,Mm-Cpn inhibitor
COc1ccc(-c2csc(NC(C)c3nc4cc(C(F)(F)F)ccc4n3CCOCCO)n2)cc1 (stereo not drawn),-18.2%,?,12.6µM*,-0.3,3.9%,8.9%,-18.3%,i,·
COc1ccc(-n2c(=O)[nH]c3cc(C(=O)NCCc4ccc(Cl)cc4)ccc3c2=O)cc1OC,-1.4%&-11.3%,-9.5%,-23.5%&-27.8%,1.0,-0.1%&-0.3%,2.3%,4.3%,i,0.1%
COc1ccc(C(C(=O)NC(C)(C)C)N(Cc2ccco2)C(=O)CCC(=O)Nc2ccccn2)cc1 (stereo not drawn),-3.1%,-16.0%,16.4%,1.9,0.0%,6.4%,13.3%,i,2.0%
COc1ccc(S(=O)(=O)N2CCOCC2)cc1NC(=O)Cc1cccs1,2.6%,6.9%,-2.0%,-3.7,-0.1%,2.6%,2.2%,i,2.2%
O=C(COc1ccccc1)NNC1=NS(=O)(=O)c2ccccc21,0.8%,3.6%,-4.6%,-1.3,-0.6%,?,-3.1%,i,-0.2%
Cc1ccc(S(=O)(=O)N2CCOCC2)cc1C(=O)OCC(=O)c1c(N)n(C)c(=O)n(C)c1=O,-0.3%,-20.0%,4.6%,1.3,-0.2%,-3.5%,-0.7%,i,-0.4%
COc1ccc(NC(=O)N(C)C[C@H]2Oc3ccc(NC(=O)CCC(F)(F)F)cc3C(=O)N([C@H](C)CO)C[C@@H]2C)cc1,1.9%,3.4%,-10.2%,-0.9,0.2%,-0.2%,2.5%,i,0.0%
O=C(NC1CCN(Cc2ccc(Cl)c(Cl)c2)CC1)c1ccccc1,-6.9%,?,0.0%,1.0,0.5%,7.9%,6.4%,i,-5.1%
Cc1ccc(NCc2cc3cc4c(cc3n(CC(=O)Nc3ccc(F)cc3F)c2=O)OCCO4)cc1,2.1%,13.6%,11.2%,·,19.1%,·,·,·,·
COc1ccc(C2=NO[C@@H]3C(=O)N(c4ccc5c(c4)OCCO5)C(=O)[C@H]23)cc1OC,-6.3%,21.3%,0.7%,-1.6,-0.5%,6.1%,-0.3%,i,0.4%
CCn1c(=S)[nH]c2sc3c(c2c1=O)CCCC3,-0.2%,-24.8%,-14.5%,-2.1,3.2%,7.8%,1.1%,i,0.5%
CCOC(=O)c1ccc(NC(=O)c2cc(C)nn2-c2ccccc2)cc1,-4.4%,-2.0%,-1.4%,0.3,0.0%,6.6%,-16.8%,i,-0.8%
O=C(COc1ncnc2ccccc12)NCCC1=CCCCC1,-13.6%,-2.7%,5.8%,-1.9,-0.7%,8.8%,-1.9%,i,1.3%
Cn1c(SCCCC(=O)c2ccc(Br)cc2)nnc1-c1ccncc1,12.0%,?,?,-0.5,-0.5%,6.9%,-5.8%,i,-2.0%
Cc1cccc(N2CCN(C(=O)COCc3cc(-c4ccc5c(c4)OCO5)on3)CC2)c1C,2.2%&4.7%,-29.2%&0.0%,?,-0.7,-0.6%&-1.1%,13.5%,18.8%,i,-10.7%
Cc1cc(C)cc(NS(=O)(=O)c2ccc3c(c2)OCC(C(=O)N2CCCC2)O3)c1 (stereo not drawn),-10.7%,-22.8%,?,·,-0.9%,·,·,·,·
O=[N+]([O-])c1cc(C(F)(F)F)ccc1NCCc1ccccn1,-4.6%,?,-23.9%,1.8,4.9%,3.2%,?,i,·
CN(C)C(CNC(=O)c1ccc(S(=O)(=O)NCc2ccco2)cc1)c1ccccc1 (stereo not drawn),0.4%,14.2%,-3.1%,-0.7,2.0%,-0.9%,-0.8%,i,0.0%
Cc1ccc(-c2nc3ncccn3c2Nc2ccc3c(c2)OCCO3)cc1,5.2%&-0.4%,9.1%&-7.4%,9.8%&-0.6%,-1.5,0.3%&0.1%,5.2%,-5.3%,i,0.2%
Cc1ccc(NC(=O)C2CC(O)CN2C(=O)Oc2ccccc2)c(C)c1 (stereo not drawn),0.8%,-18.2%,6.2%,0.2,-0.2%,-0.5%,1.8%,i,1.0%
COc1ccc(NS(=O)(=O)c2cc(NC(=O)Cc3n[nH]c(=O)c4ccccc34)ccc2OC)cc1,-0.9%,-7.2%,?,-2.1,-0.4%,8.5%,-5.6%,i,·
Cc1occc1C(=O)N1CCCC(N2CCN(c3ccccc3F)CC2)C1 (stereo not drawn),0.8%,2.5%,21.3%,0.4,-0.1%,-1.7%,3.7%,i,1.5%
C=CCCC(=O)Nc1ccc(Br)cn1,-1.6%,3.3%,0.4%,0.3,3.2%,4.5%,-3.7%,i,-3.3%
COc1ccc(Cn2cc(C(=O)c3ccc(OC)cc3)c(=O)c3cc4c(cc32)OCCO4)cc1,-9.9%,19.2%,-29.0%,·,-0.5%,·,·,·,·
CC/C(=N\NC(=O)c1c(C)nc2ccccn12)c1ccc(Cl)cc1,-7.4%,-7.1%,-22.2%,-0.1,3.4%,15.4%,5.7%,i,-3.7%
CCc1ccc(-c2nc(SCC(=O)N3CCOCC3)n[nH]2)cc1,2.9%,8.1%,-0.5%,-4.6,2.1%,-10.6%,3.7%,i,-2.2%
C[C@@H](NC(=O)[C@@H]1CCCN1C(=O)[C@@H]1CCCN1C(=O)c1cccc2ccccc12)c1ccccc1,·,·,·,3.1,0.0%,9.1%,1.6%,i,·
Cc1nn2c(-c3ccccc3)cc(-c3ccccc3)nc2c1-c1ccc(Cl)cc1,-0.5%,8.9%,46.1%[activator],·,-0.4%,·,·,·,·
CCN(CC)c1ccc(NC(=O)c2cc3ccccc3o2)c(C)c1,-1.0%,·,-9.3%,-0.7,0.2%,4.2%,3.4%,i,-3.2%
O=S(=O)(Nc1nc2ccccc2[nH]1)c1ccc(Cl)cc1,-0.3%,-10.6%,-8.2%,0.1,-0.3%,-2.4%,7.6%,i,2.1%
O=C(O)c1cc2c(cc1NC(=O)c1c(F)cccc1Cl)OCCCO2,-0.8%,-10.0%,-2.6%,-0.9,-0.4%,9.7%,-0.4%,i,1.6%
COc1ccc(OC)c(S(=O)(=O)N2CCC(C(=O)NC(C)c3ccccc3)CC2)c1 (stereo not drawn),6.2%,-3.8%,-0.1%,-1.3,-0.6%,9.0%,0.5%,i,-1.1%
NC1=NC[C@H](Cc2ccc(O)cc2)N1CCCCC1CCCCC1,-4.4%,?,?,-1.9,-0.2%,3.8%,-5.7%,i,0.2%
CCn1c(SCC(=O)Nc2nccs2)nnc1-c1ccccn1,1.4%,2.9%,?,-0.8,2.4%,-7.8%,4.8%,i,-3.5%
CCOC(=O)C1=C(CC)Nc2ccccc2N=C1NC(=O)c1ccc(S(=O)(=O)N2CCCC2)cc1,-13.7%,-17.1%,1.4%,-3.7,3.4%,7.7%,8.8%,i,-12.8%
CCc1nnc(NC(=O)c2ccc(S(=O)(=O)N(CC(C)C)CC(C)C)cc2)o1,?,16.4µM*,?,-2.0,-0.9%,-11.3%,-26.7%,i,-1.1%
CC(=O)c1cccc(N2C(=NC(=O)COc3ccccc3)SC3CS(=O)(=O)CC32)c1 (stereo not drawn),0.6%,12.1%,3.4%,-0.4,-0.3%,-4.9%,-7.9%,i,2.4%
COc1ccccc1NC(=O)Nc1cc(C(C)(C)C)nn1C,-3.5%,-16.9%,-8.1%,1.6,0.3%,-1.5%,-7.5%,i,1.3%
O=C1CC(c2ccccc2)Sc2ccccc2N1Cc1ccc(F)cc1 (stereo not drawn),9.3%,?,?,·,4.5%,·,·,·,·
Cc1sc(NC(=O)c2ccco2)c(CN2CCN(c3ccc(F)cc3)CC2)c1C,1.5%,9.8%,-11.5%,0.1,0.7%,6.4%,0.4%[57.1 µM],i,0.7%
COc1cc(O)ccc1C(=O)CCc1ccc(O)cc1,0.0%,11.9%,0.0%,-5.0,4.2%,12.1%,10.1%,i,1.0%
Cn1cc(-c2cccc(C(F)(F)F)c2)cc(C#N)c1=O,1.3%,-18.7%,6.1%,-1.0,-0.9%,-5.7%,0.5%,i,0.9%
